Source: PubChem (Sanford-Burnham Center for Chemical Genomics)
SENP8 block-1 – inhibitors of human SENP8 protease | recombinant SENP8, Nedd8 substrate fluorescence | Q96LD8 | AID 602440 | inhibition, % at 20 µM | 0.64% of 360,000 active; in the data active means inhibition mostly above about 40%, no sharp cut-off; inactive means mostly below about 27%
Target sequence (Q96LD8 whole entry, looked up): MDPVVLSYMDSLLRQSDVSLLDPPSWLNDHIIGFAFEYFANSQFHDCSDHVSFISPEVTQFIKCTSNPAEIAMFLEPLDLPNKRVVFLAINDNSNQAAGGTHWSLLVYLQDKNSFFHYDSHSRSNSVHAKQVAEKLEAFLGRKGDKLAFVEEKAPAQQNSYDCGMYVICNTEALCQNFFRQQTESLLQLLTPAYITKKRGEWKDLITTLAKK
UBC13 inh – blocks human UBC13 polyubiquitin chain formation; inhibition, % at 20 µM; P61088; TR-FRET; 0.47% of 330,000 active; in the data active means inhibition above about 45%, passing the limit was not always enough
Target sequence (P61088 whole entry, looked up): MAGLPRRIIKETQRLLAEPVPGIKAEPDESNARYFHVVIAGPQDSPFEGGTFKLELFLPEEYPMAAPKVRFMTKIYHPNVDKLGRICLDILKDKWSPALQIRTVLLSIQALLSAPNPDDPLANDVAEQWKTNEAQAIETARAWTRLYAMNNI
SENP8 block-2 – blocks the human protease SENP8. inhibition, % at 10 µM. Q96LD8. 1.2% of 330,000 active. AID 2540. purified SENP8, Z-RLRGG-aminoluciferin cleavage, luminescence; in the data active means inhibition above about 50%
HKDC1 inh – HKDC1 (human) hexokinase inhibition | recombinant HKDC1, G6PDH/diaphorase resazurin coupled fluorescence | 0.16% of 340,000 active | Q2TB90 | AID 493160 | inhibition, % at 20 µM;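 active means inhibition above about 35% when tested at 20 µM, limit read from the data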;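 further: plate controls were DMSO wells with enzyme for no effect and DMSO wells lacking enzyme for full effect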
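Assay system: in-house recombinant HK5 (HKDC1) enzyme. Input: HKDC1 at 5 µg/mL. Medium: Tris pH 8.0 buffer with MgCl2, Tween-20, BSA, BME. Dosing: single 20 µM dose. Schedule: 90 min reaction incubation at room temperature, dark. Signal: resazurin-to-resorufin fluorescence via G6PDH and diaphorase coupling, 525/613 nm. Controls: DMSO-enzyme wells negative, buffer-substituted wells positive.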
PfG6PD inh – PfG6PD (Plasmodium falciparum) enzyme inhibition | PfGluPho enzyme, NADPH resazurin-diaphorase fluorescence | inhibition, % at 20 µM | 0.78% of 350,000 active;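 active means inhibition reaching at least a set limit at 20 µM in the primary screen, cut at about 59% in these data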;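 further: 0% = DMSO wells with substrate and 100% = DMSO wells lacking glucose-6-phosphate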
SENP7 inh – inhibitors of human SENP7 protease; inhibition, % at 5 µM; 1.5% of 330,000 active; Q9BQF6; recombinant SENP7, Z-RLRGG-aminoluciferin luminescence, 40 min;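 active means inhibition above about 50% at the single test dose, limit read from the data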;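 further: plate controls were DMSO with enzyme for no effect and no enzyme buffer wells for full effect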
MIN6 prolif – MIN6 beta-cell proliferation induction. MIN6 cells proliferation, ATPlite luminescence, 48 h; cells starved in 0.2% serum; 100% = growth in 10% serum. proliferation, % at 10 µM. 0.29% of 330,000 active. AID 2380;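 active means compounds whose signal lies at least 3.5 SD above the mean of all wells on their plate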;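 further: 0% = DMSO-treated cells in low-serum medium and 100% = 10% serum control; some compounds called inactive have numbers as strong as hits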
SENP6 inh – blocks the human protease SENP6. Q9GZR1. Recombinant SENP6 catalytic domain, aminoluciferin luminescence. inhibition, % at 10 µM. 1.8% of 330,000 active. AID 2599;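 active means inhibition above about 50% at the single tested dose, limit read from the data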;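 further: plate controls were DMSO wells with enzyme for no effect and DMSO wells lacking enzyme for full effect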
Target sequence (Q9GZR1 628-1112 limits assumed): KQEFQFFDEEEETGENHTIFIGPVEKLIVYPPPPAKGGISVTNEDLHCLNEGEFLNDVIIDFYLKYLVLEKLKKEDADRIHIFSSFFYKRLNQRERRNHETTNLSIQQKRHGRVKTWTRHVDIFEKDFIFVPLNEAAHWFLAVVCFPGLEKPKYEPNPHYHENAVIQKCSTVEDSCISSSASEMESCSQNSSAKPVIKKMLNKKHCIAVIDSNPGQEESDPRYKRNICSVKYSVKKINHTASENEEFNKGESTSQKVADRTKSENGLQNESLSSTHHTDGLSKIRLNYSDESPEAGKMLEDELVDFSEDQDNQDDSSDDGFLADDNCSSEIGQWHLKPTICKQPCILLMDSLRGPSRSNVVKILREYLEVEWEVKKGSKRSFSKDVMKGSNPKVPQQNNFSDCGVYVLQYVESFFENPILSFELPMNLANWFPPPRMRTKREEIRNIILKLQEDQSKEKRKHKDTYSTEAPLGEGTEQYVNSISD
SENP1 inh – SENP1 (human) catalytic domain inhibition | recombinant SENP1 catalytic domain, CyPet-SUMO1-YPet FRET cleavage | inhibition, % at 10 µM | 0.21% of 360,000 active | AID 624204;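 active means inhibition at least 30% at 10 µM, raw YFP signal under a set limit, fluorescence ratio 0.5 to 1.5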;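 further: 0% = enzyme with DMSO and 100% = no enzyme wells; some results filed as inactive read as strong as hits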
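Test system: hSENP1 catalytic domain, recombinant; Amount: 20 pM final SENP1 enzyme; Medium: Tris pH 8 buffer plus EDTA, NaCl, BME, BSA, NP40, catalase; Schedule: 50 min enzyme reaction, room temperature, light-protected; Technique: FRET fluorescence in CFP and YFP emission channels; Controls: no-enzyme wells low, DMSO-plus-enzyme wells high control.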
* = called active by the depositor; nt = not tested or not shown. Outcome played no part in choosing rows; 4% or so of the library scored in one or more.

SMILES	SENP8 block-1	UBC13 inh	SENP8 block-2	HKDC1 inh	PfG6PD inh	SENP7 inh	MIN6 prolif	SENP6 inh	SENP1 inh
CC(C)CC1(C)NC(=O)N(CC(=O)Nc2ccccc2Br)C1=O (stereo not given)	13	13	4	-9	-4	-1	0	2	1
COc1ccc(S(=O)(=O)N2CCOC2CNC(=O)C(=O)NCc2ccco2)cc1OC (stereo not given)	31	-2	-3	-4	-1	2	-1	-16	-4
COc1cccc(NC(=O)CN(C)C(=O)CNC(=O)c2sc3ccccc3c2Cl)c1	9	-2	4	-4	3	0	-4	15	-1
CCOc1ccc(N2CC(C(=O)Nc3nnc(Cc4ccc(OC)c(OC)c4)s3)CC2=O)cc1 (stereo not given)	9	4	-5	-3	-23	-1	0	-15	2
CN(CC(=O)NCc1ccccc1Cl)S(=O)(=O)c1ccc2c(c1)n(C)c(=O)c(=O)n2C	-59	5	-2	11	15	-3	1	-13	0
Cn1c(Cc2ccccc2)nnc1SCC(=O)Nc1ccccc1	8	-7	-5	-6	-2	-5	-3	-33	1
COc1ccccc1CNC(=O)Cn1cccc1	17	8	-2	-6	-15	2	-2	-10	1
Cc1ccc(-n2ncc3c2CC(C)(C)CC3NC(=O)CCc2cnn(C)c2)cc1 (stereo not given)	2	5	-1	5	5	3	-2	2	1
COc1ccc(NS(=O)(=O)c2cc(N)ccc2N2CCOCC2)cc1	13	-2	4	-4	4	-2	8	4	2
COc1ccc(S(=O)(=O)N[C@@H](Cc2ccccc2)C(=O)N2CC[C@@]3(O)CCCC[C@H]3C2)cc1	15	-6	-4	-5	-9	4	0	-18	2
Cc1nc(=O)c(-c2ccccc2)c(C)n1-c1ccccc1C(=O)O	10	2	-5	0	-11	1	1	-8	-3
S=c1nc(NCc2ccc3c(c2)OCO3)c2ccccc2[nH]1	20	3	-15	-2	1	-4	0	1	3
CCOc1ccc(CN2CCN(Cc3[nH]c4ccccc4c3C)CC2CCO)cc1 (stereo not given)	8	15	-9	2	0	-6	-6	-3	-4
CCCCCCC(O)(CCN1CCCCC1)c1ccccc1 (stereo not given)	24	8	3	-6	8	-2	-5	-16	-1
COc1cccc(C(=O)NCC(c2cccs2)N2CCc3ccccc32)c1 (stereo not given)	1	-3	-1	-2	9	-8	-5	-17	2
COc1cc2c(cc1OC)C(C)N(S(=O)(=O)c1cnc(Cl)c(Cl)c1)CC2 (stereo not given)	11	-2	0	0	0	7	-8	1	-3
CCc1ccc(Nc2n[n+](-c3ccccc3)c(-c3c(Cl)cccc3Cl)s2)cc1	26	46*	-41	4	80*	-12	-8	-47	2
Cc1ccc(Sc2ccc(NC(=O)CCl)cc2)c(C)c1	nt	9	1	17	-16	2	-6	-3	nt
O=C(Nc1nc(-c2cc(Cl)sc2Cl)cs1)c1ccccc1	5	-11	-7	4	37	-2	-5	-7	-1
O=C(NC1CC1)C1=C[C@@H](c2ccc3c(c2)OCO3)C[C@@H](OCc2ccc(CO)cc2)O1	-10	0	2	-5	-4	6	-3	-22	-2
COc1ccccc1-c1nnc(-c2ccc(N3CCOCC3)cc2)o1	-269	7	-8	-2	17	-4	-2	-29	-2
Cc1cccc(NC(=S)NNC(=O)c2ccco2)c1	11	0	2	-13	-2	24	-2	7	2
CC(=O)N(C)C1(c2nnnn2CCOC(=O)Nc2cccc3ccccc23)CCCC1	21	-1	2	-3	0	0	1	-16	3
CC1(C)C2([N+](=O)[O-])CN(CCO)CC1([N+](=O)[O-])CN(CCO)C2	9	-4	-9	-10	-11	-1	-2	-2	0
CCOC(=O)c1cc(C)sc1NC(=O)CSc1nnnn1C	8	-1	-3	-2	3	2	-3	3	0
NC(=S)Nn1c(CCC(=O)O)ccc1-c1ccccc1	1	-3	1	-2	-11	-4	-1	-5	-3
Cc1cc(C(=O)NCc2csc(-c3ccccc3)n2)no1	10	-5	-6	-6	1	7	5	7	0
CC(C)(C)NC(=O)NC(=O)CN1CCN(C(c2ccccc2)c2ccccc2)CC1	1	-22	-7	-6	-6	-8	-5	-14	2
NNC(=S)Nc1ccccc1Cl	2	-10	-2	-5	10	6	1	7	2
Cc1ccc(NC(=O)c2ncn(CCCNCCCc3ccccc3)n2)cc1C	11	nt	nt	-4	-2	nt	nt	nt	1
COC(=O)c1sccc1NC(=O)/C=C/c1ccc(Cl)cc1	-40	3	58*	-7	-2	95*	1	74*	3
O=C(O)c1nccnc1C(=O)Nc1ccc(S(=O)(=O)N2CCOCC2)cc1	12	2	-5	3	-9	-6	-2	-19	-1
COc1ccc(C(=O)NCCc2nnc(SCc3nc4ccccc4c(=O)[nH]3)n2C)cc1	31	0	-6	-3	-9	-1	0	-15	-12
CC1(C)NC(=O)N(CC(O)COc2ccccc2C(=O)Nc2ccccc2)C1=O (stereo not given)	16	2	4	-3	-10	4	-3	7	1
COc1ccc(NC(=O)CN2CCC(C)CC2)cc1	19	0	3	-11	-2	-1	-3	6	2
O=C1c2ccccc2C(=O)N1CCCCN(C(=O)c1cccc([N+](=O)[O-])c1)c1ccc(Cl)cc1	18	2	-3	22	14	1	-2	0	3
CCN1CCN(c2cc(N3CCc4ccccc4C3)c(F)cc2[N+](=O)[O-])CC1	31	15	-1	-2	18	-2	-3	-10	0
Cc1cc(C(=O)CSc2nnc(N)s2)c(C)n1CCc1ccc(Cl)cc1	8	8	2	5	9	-4	0	8	0
COc1ccc(S(=O)(=O)n2nc(OC(=O)c3ccc(C)cc3)cc2N)cc1	11	3	-4	13	-3	10	-4	3	6
Cc1ccc(CCC(=O)Nc2nccs2)o1	13	4	3	-7	5	92*	-2	4	1
CCOC(=O)CSc1nc2cc(C(=O)N3CCC(C(N)=O)CC3)ccc2c(=O)n1-c1ccccc1	14	18	1	-2	-1	1	4	-1	-2
Cc1cc(NC(=O)COC(=O)c2ccc(NS(=O)(=O)c3ccc(C)c(C)c3)cc2)no1	12	3	-2	-6	-36	8	3	-11	2
Cc1c(C(=O)NCCN(C)C)oc2ccc(S(=O)(=O)N3CCCC3)cc12	11	2	2	-7	19	-4	0	5	1
N#Cc1ccsc1NC(=O)CN1CCCCCC1	-2	2	2	-3	-2	11	-1	1	-1
CCOc1ccc(NC(=O)c2cccc3ccccc23)cc1	6	-3	2	-5	9	1	-4	16	1
Cc1nc2ccc(Br)cn2c1NC(C)(C)C	6	-9	-11	-8	-4	-5	1	-3	-3
C=CCNC(=O)c1ccc2c3n(nc2c1)-c1ccc(C)cc1CO3	-209	4	-20	3	16	-14	-4	-9	-5
O=C(O)CCn1c(=O)sc2ccccc21	21	4	4	-2	-18	6	-2	11	0
COc1ccccc1N1C(=O)CC(N2CCc3ccccc32)C1=O (stereo not given)	21	-6	-4	5	1	-4	-2	-5	-7
Cc1ccccc1C(=O)NC(=S)Nc1ccc(Oc2ccc(Cl)cc2)cc1	23	-9	-1	3	0	-1	-4	5	1
N#CCc1c(C#N)c(N)nc(N2CCN(C=O)CC2)c1C#N	-58	-1	5	-1	2	0	0	14	-2
CC1=C(C(=O)OC2CCCC2)C(c2coc3ccccc3c2=O)C2=C(CCCC2=O)N1 (stereo not given)	-84	0	-2	3	11	2	-2	-22	-12
CC(C)Nc1nc2ccccc2c(=O)[nH]1	-284	14	0	-7	-10	-5	-3	7	1
C[C@@H](NCCCn1cnc2c(OCc3ccccc3)ncnc21)c1cccc2ccccc12	9	nt	nt	-1	0	nt	nt	nt	-1
Cc1cc(C)c(S(=O)(=O)Nc2ccc(O)cc2)cc1C	12	-3	-7	-1	33	-2	-2	-18	-1
O=S(=O)(c1cc(Cl)ccc1Cl)N1CCc2ccccc21	12	nt	nt	10	-11	nt	nt	nt	-1
Nc1ccccc1SCC(=O)N1CCc2ccccc21	13	-7	-11	-3	-5	8	-3	-8	1
O=C(CSc1nc2ccccc2c(=O)n1NC(=O)Cc1ccccc1)NCc1ccccc1	11	-9	-5	-2	3	-3	-1	0	2
O=C(Nc1ccc(F)cc1)c1cccnn1	11	0	0	-5	-8	4	-1	5	-28
CCOC(=O)[C@H]1CCC[C@@H](NS(=O)(=O)c2ccc(NC(C)=O)cc2)C1	6	5	1	-11	-4	2	-3	5	3

(cont.)
SMILES	SENP8 block-1	UBC13 inh	SENP8 block-2	HKDC1 inh	PfG6PD inh	SENP7 inh	MIN6 prolif	SENP6 inh	SENP1 inh
Cc1cccc(CS(=O)(=O)Cc2ccc(C(=O)NCCN3CCCCC3C)o2)c1 (stereo not given)	33	10	-3	-6	-24	10	2	-10	-17
CC(C)Oc1ccc(/C=C(/NC(=O)c2ccccc2)C(=O)NCCC(=O)O)cc1	4	-1	-3	-6	-8	-4	-1	15	-2
O=C(Nc1nc(-c2ccc(S(=O)(=O)N3CCCC3)cc2)cs1)c1ccco1	-47	-1	-7	-2	12	-3	0	0	2
O=c1[nH]cc(COCc2ccccc2)c(=O)[nH]1	7	-1	8	-6	-5	-1	-2	5	-2
N#CCSC1=Nc2ccccc2C2=NC(CCC(=O)N3CCN(c4ccccc4)CC3)C(=O)N12 (stereo not given)	-66	-2	-5	-3	13	-4	2	-6	-10
COc1ccc(CNc2c(CO)cnc3c2cnn3C)cc1	17	3	4	-4	13	-2	-4	2	-1
O=C(COC(=O)c1cccc(S(=O)(=O)N2CCc3ccccc32)c1)Nc1ncc(C(F)(F)F)cc1Cl	1	-10	-10	2	-21	-18	-1	-19	1
Cc1ccc(-c2cnc(SCC(=O)N3CCCc4ccccc43)n2C)cc1	-4	-21	-7	2	0	5	-2	-23	-1
CC(C)(C)S(=O)(=O)c1nc2ccccc2s1	-3	3	4	-7	9	3	-1	2	-1
CCc1cccc(N(C(=O)c2csnn2)C(C(=O)NC(C)(C)C)c2ccncc2)c1 (stereo not given)	6	1	-12	-5	0	-9	-1	-29	-2
CCOC(=O)CN1C(=O)N[C@@H](c2ccco2)C(C(=O)OC)=C1C	9	-18	-7	-1	-6	10	-2	-10	3
CCOC(=O)C1C(=O)CC(C)(O)C(C(=O)OCC)C1c1cc(Br)ccc1OC (stereo not given)	13	1	-2	-2	5	2	4	-16	-2
O=C(Nc1nnc(C2CC2)s1)c1ccc(Cl)nc1	-23	-2	-2	3	80*	-12	-1	-12	2
COCC(=O)N(c1ccc(C(C)C)cc1)C1C=CS(=O)(=O)C1 (stereo not given)	-3	-3	1	-10	0	14	-1	-13	0
